Source: PubChem
PfHsp90 yeast 2 = growth inhibition of yeast expressing Plasmodium Hsp90. S. cerevisiae expressing PfHsp90, BacTiter-Glo ATP, 48 h; yeast lacking PDR1 and PDR3 efflux regulators. inhibition, % at 9.4 µM. actives 0.32% (n = 310,000). AID 504621;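 active means every replicate shows inhibition above about 80%, whatever the replicate mean, limit read from the data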;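 further: 0% = DMSO neutral controls and 100% = 20 µM radicicol positive controls; yeast relying on Plasmodium falciparum Hsp90 in place of its own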
CAL PDZ inh = inhibitors of human CAL PDZ peptide binding; Q9HD26; purified CAL PDZ, TMR-peptide fluorescence polarization, 1 h; inhibition, % at 20 µM; actives 0.02% (n = 330,000); AID 504414;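 active means highest replicate inhibition of at least 40%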;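 further: plate controls were DMSO neutral control wells for no effect and unlabeled competitor peptide control wells for full effect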
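Material – purified CerCALP PDZ construct · Detection – FP readout, S and P plane fluorescence · Measure – percent inhibition from loss of millipolarization · Controls – unlabelled peptide for full inhibition, DMSO wells as neutral · Probe or stimulus – TMR-labelled reporter peptide T*-PRC34 bound in PDZ groove · Times – 1 h at RT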
Rtt109 Vps75 = inhibitors of Candida albicans Rtt109/Vps75 histone acetyltransferase; Q5AAJ8; purified Rtt109/Vps75, ThioGlo CoA-SH fluorescence, 4 h; inhibition, % at 34.9 µM; actives 0.16% (n = 330,000); AID 540336;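 active means inhibition of at least 50% in every replicate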
Target sequence (Q5AAJ8 whole entry, looked up): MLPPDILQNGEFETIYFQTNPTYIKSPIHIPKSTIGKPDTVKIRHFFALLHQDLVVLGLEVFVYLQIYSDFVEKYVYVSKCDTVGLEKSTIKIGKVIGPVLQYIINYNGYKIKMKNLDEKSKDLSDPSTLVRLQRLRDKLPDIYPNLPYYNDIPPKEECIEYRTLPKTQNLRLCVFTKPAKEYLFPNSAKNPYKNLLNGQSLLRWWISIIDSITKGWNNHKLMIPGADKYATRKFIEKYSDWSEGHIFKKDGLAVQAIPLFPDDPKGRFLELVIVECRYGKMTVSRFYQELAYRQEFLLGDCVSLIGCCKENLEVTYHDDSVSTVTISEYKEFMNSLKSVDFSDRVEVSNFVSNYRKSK
Ecoli viability = reduces bacterial viability in AddAB counter-screen; actives 0.27% (n = 330,000); E. coli V3065 growth, OD600 absorbance, 18 h; inhibition, % at 11.9 µM;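 active means inhibition above the campaign's mean inhibition across all tested compounds plus 3 SD, cut at about 9.9% in these data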;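 further: uninfected addAB+ strain grown without phage in ampicillin broth; 0% = DMSO wells and 100% = ciprofloxacin 0.95 µg/ml wells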
Wnt bcat act = Wnt/beta-catenin pathway activation; Wnt/beta-catenin reporter cell assay, activator, plate reader; activation, % at 9.35 µM; actives 1.2% (n = 300,000); AID 743398; in the data active means activation above about 30%, passing the limit was not always enough;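 further: 0% = neutral control wells and 100% = positive control wells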
AddAB inh = less growth of phage-infected E. coli with AddAB; inhibition, % at 11.9 µM; E. coli expressing H. pylori AddAB, absorbance growth; actives 0.29% (n = 330,000); AID 435030; in the data active means inhibition above about 12%;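 further: 0% = vehicle wells of infected cells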
DAGLB inh = diacylglycerol lipase beta (human) inhibition. inhibition, % at 5.17 µM. Q8NCG7. AID 504411. actives 0.059% (n = 340,000). HEK293T DAGLB membrane lysate, EnzChek fluorogenic substrate; in the data active means inhibition above about 34%;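 further: 0% = enzyme with vehicle and 100% = wells lacking enzyme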
Target sequence (Q8NCG7 whole entry, looked up): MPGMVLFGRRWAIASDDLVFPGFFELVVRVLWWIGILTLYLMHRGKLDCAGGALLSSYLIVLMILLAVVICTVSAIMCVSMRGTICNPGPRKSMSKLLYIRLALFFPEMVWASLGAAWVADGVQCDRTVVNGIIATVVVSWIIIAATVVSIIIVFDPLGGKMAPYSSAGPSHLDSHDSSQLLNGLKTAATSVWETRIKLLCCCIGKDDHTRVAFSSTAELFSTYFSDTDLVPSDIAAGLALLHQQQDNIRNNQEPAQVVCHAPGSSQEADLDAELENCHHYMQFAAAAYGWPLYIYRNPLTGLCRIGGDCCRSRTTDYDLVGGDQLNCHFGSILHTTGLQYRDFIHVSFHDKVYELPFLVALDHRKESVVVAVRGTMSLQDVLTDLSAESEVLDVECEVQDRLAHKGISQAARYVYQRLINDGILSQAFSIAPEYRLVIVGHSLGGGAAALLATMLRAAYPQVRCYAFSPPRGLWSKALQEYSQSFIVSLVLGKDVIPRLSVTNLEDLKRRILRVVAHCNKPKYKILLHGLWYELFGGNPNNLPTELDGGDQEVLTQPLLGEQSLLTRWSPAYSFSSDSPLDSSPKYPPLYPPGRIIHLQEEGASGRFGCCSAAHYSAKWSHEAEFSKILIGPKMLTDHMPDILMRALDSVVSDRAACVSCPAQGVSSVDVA
phage Ecoli inh = E. coli growth loss with phage present; growth absorbance; inhibition, % at 11.9 µM; actives 0.26% (n = 360,000); AID 651602; in the data active means inhibition above about 11%
PvdQ acylase = P. aeruginosa PvdQ acylase inhibition; purified PvdQ acylase, fluorescence plate reader; inhibition, % at 10 µM; actives 0.063% (n = 340,000); AID 488965; in the data active means inhibition above about 30%, passing the limit was not always enough;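 further: 0% = vehicle neutral wells and 100% = reference inhibitor wells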
Tat export inh = inhibitors of E. coli Tat protein transport | inhibition, % at 10 µM | AID 488895 | E. coli MC4100 TorA-mCherry Tat export, fluorescence | actives 0.036% (n = 340,000);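 active means mean replicate inhibition at least 50% and at least half of replicates individually reaching 50%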;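 further: exported cargo escapes ClpAP degradation while cytoplasmic cargo is degraded and loses fluorescence; 0% = median of neutral control wells and 100% = median of NaSCN control wells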
The depositor's hits bear a star; x = no result given.

SMILES | PfHsp90 yeast 2 | CAL PDZ inh | Rtt109 Vps75 | Ecoli viability | Wnt bcat act | AddAB inh | DAGLB inh | phage Ecoli inh | PvdQ acylase | Tat export inh
COc1cccc(/C=N/NC(=O)c2ccccc2N(Cc2ccccc2)S(=O)(=O)c2ccccc2)c1OC | 7 | -2.7 | 3 | -0.5 | x | 1.6 | 1 | -1.9 | -20 | -2
O=C(NC1CCCCC1)C(c1ccc(Cl)cc1)N1CCC2(CC1)OCCO2 (configuration not stated) | 13 | 1.0 | -2 | 0.3 | -1 | 1.7 | -4 | 0.5 | 8 | 5
Cc1cccc(NC(=S)N2CCCCCC2)c1 | 7 | 0.1 | 0 | -0.9 | x | 0.5 | -1 | 4.2 | -9 | -11
O=C(CSc1nc2nc3c(cc2c(=O)n1-c1ccccc1)CCCC3)Nc1ccccc1 | 23 | -0.7 | -5 | -1.7 | x | -0.9 | 1 | 3.0 | -6 | -4
O=C(COC(=O)c1cncc(Br)c1)NCc1ccc(F)cc1 | -3 | 3.7 | -4 | 0.8 | -1 | 1.0 | -4 | -1.1 | 0 | -10
COc1ccccc1-c1ccc(SCC(=O)NCCc2ccccc2)nn1 | 10 | -0.2 | -11 | -0.3 | 0 | 4.5 | -1 | 2.8 | -13 | -1
COc1ccc(N2CCN(C(=O)C3Cc4ccccc4CN3C(=O)c3ccccc3)CC2)cc1 (configuration not stated) | -8 | -0.3 | 2 | 2.3 | 16 | 2.7 | -1 | 1.9 | -13 | 11
CCOC(=O)c1cc(-c2csc(N/N=C/c3ccccc3Cl)n2)on1 | -25 | 0.9 | -13 | 0.8 | -20 | 1.1 | 1 | -0.8 | 0 | -5
CC(C)(C)c1ccc(C(=O)N2CCN(c3ncccn3)CC2)cc1 | 16 | -0.1 | 2 | 0.2 | 1 | -0.9 | 3 | 1.9 | -10 | -3
COc1ccc(C(=O)COC(=O)CCc2ccccc2)cc1 | -15 | -0.3 | 6 | 0.8 | 5 | -0.3 | -6 | -1.1 | 2 | 3
CN(C)S(=O)(=O)NCCNC(=O)c1cc(OCC(F)(F)F)ccc1OCC(F)(F)F | -11 | -1.6 | x | 0.6 | -7 | 0.9 | -1 | 2.4 | -6 | -11
Cc1ccc(Nc2nc(CSc3nnc(-c4ccncc4)n3C)cs2)cc1 | 13 | -0.2 | 1 | 1.3 | 11 | -0.7 | -1 | 4.0 | 6 | -5
CCC(=O)Nc1nnc(CSCc2ccccc2)s1 | x | -0.5 | 2 | -0.4 | x | 0.9 | 1 | 1.9 | -12 | -4
CCC(C)NC(=O)C1CCCCN1S(=O)(=O)c1ccc(F)cc1 (configuration not stated) | 2 | -0.8 | 1 | 1.6 | x | 3.6 | 1 | -0.2 | -2 | 27
COc1ccc(C(=O)O)cc1S(=O)(=O)N1CCN(c2ccccn2)CC1 | -17 | -0.2 | 7 | 1.1 | -2 | 0.2 | -5 | -1.1 | 1 | -4
Cc1cc(=O)oc2cc(OC(=O)c3ccco3)ccc12 | 10 | -3.2 | -6 | x | -1 | x | 2 | 2.8 | -19 | -4
COC(=O)Cn1nc(-c2ccccc2)n(-c2ccccc2)c1=S | -18 | -0.2 | -2 | -2.0 | -1 | -1.4 | -1 | 0.2 | -2 | 1
O=C(Nc1ccc(Nc2ccccc2)cc1)c1ccc(Cl)cc1 | 10 | 0.4 | -7 | 1.9 | 0 | 2.2 | -2 | 1.9 | -16 | 7
CC(C)NC(=O)c1n[nH]c(=O)c2ccccc12 | 3 | -0.7 | 3 | -0.6 | x | 0.3 | 0 | 3.3 | 8 | -6
O=C(Nc1ccc(-n2cccn2)cc1)C1CCN(Cc2ccccn2)CC1 | -6 | -0.6 | 0 | -1.8 | -2 | 1.0 | 1 | 2.1 | -2 | 0
COc1cccc(CNC(=O)CCS(=O)(=O)c2ccc3c(c2)NC(=O)CO3)c1 | -7 | -0.3 | -5 | 0.8 | 0 | 4.4 | 0 | 4.6 | -14 | -4
CN1CCN(CCc2cn3ncc(C#N)c3nc2-c2ccc(F)cc2)CC1 | x | -0.2 | 25 | 1.4 | -2 | 0.4 | -4 | -2.0 | 12 | -9
COc1ccccc1CNC(=O)CSc1ccc(-c2ccncc2)nn1 | 8 | -0.9 | -22 | 0.8 | 2 | -0.4 | -3 | 1.9 | -5 | 2
COc1ccccc1N=c1sc2ccccc2n1C | -26 | -0.7 | 10 | -1.4 | 1 | -0.9 | 2 | -0.3 | -4 | -4
CN1CC(c2ccccc2)C2(SC(=S)N(Cc3ccco3)C2=O)C12C(=O)Nc1ccccc12 (configuration not stated) | x | x | -11 | 1.6 | x | 2.0 | -6 | 1.2 | -9 | 6
CCOc1ccccc1NC(=O)Cc1cccs1 | -10 | -1.7 | 18 | 1.0 | -3 | 3.3 | -3 | 1.2 | 7 | -5
COc1ccc(Cl)cc1NC(=S)NCc1ccccn1 | 21 | -2.6 | 6 | 0.3 | 25 | 2.4 | -2 | 0.9 | 5 | 2
COc1ccc(NC(=O)CN(c2ccc(Cl)cc2)S(C)(=O)=O)cc1OC | 7 | -0.9 | -3 | x | -2 | x | -1 | 4.1 | -12 | 0
C/C(=N\NC(=O)COc1ccccc1F)c1cc2ccccc2o1 | -12 | -1.1 | -25 | 2.0 | 11 | 1.0 | 0 | 3.3 | -16 | 8
COCc1nnc(NS(=O)(=O)c2ccc([N+](=O)[O-])cc2)s1 | 12 | 0.4 | 2 | 1.0 | -4 | 2.6 | 0 | 2.3 | 2 | 2
CC1Sc2ccccc2N(CC(=O)N(C(C)C)C(C)C)C1=O (configuration not stated) | -35 | -1.7 | 51* | -2.0 | x | -1.1 | 0 | 1.7 | 8 | 4
CN(c1ccccc1)S(=O)(=O)c1nnc(NC(=O)C2CCCCC2)s1 | 2 | -1.5 | 2 | 1.6 | -1 | 1.4 | 2 | 2.7 | 8 | -3
Cc1cc(C)cc(NC(=S)N2CCN(S(=O)(=O)c3ccccc3)CC2)c1 | 2 | -0.9 | 2 | x | 3 | x | -4 | 1.5 | -16 | -1
COc1cccc(C(=O)N2CCN(C(=O)C3COc4ccccc4O3)CC2)c1 (configuration not stated) | 7 | 0.0 | 4 | 2.2 | -2 | 1.0 | 2 | -0.2 | -9 | -3
Cc1ccc(S(=O)(=O)Nc2cccc(C(=O)NCC(c3ccccc3)N(C)C)c2)cc1F (configuration not stated) | 9 | -3.5 | 11 | -1.9 | -2 | -1.0 | -1 | -3.6 | 7 | -2
CNC(=O)COc1coc(CN2CCN(c3ccccc3F)CC2)cc1=O | -14 | -1.3 | 3 | -1.0 | -1 | 2.4 | -1 | 0.3 | -9 | 8
Cc1cccc(-n2ncc3c(N4CCC5(CC4)OCCO5)ncnc32)c1 | -1 | -0.1 | 2 | 4.6 | 16 | 32* | -1 | 1.8 | 0 | -4
Cc1cc(Cl)ccc1C1=CC(=O)C[C@H](c2ccc(F)cc2)C1 | -15 | 0.9 | 0 | 1.3 | -3 | 2.0 | -11 | 2.0 | -10 | 5
O=S(=O)(NCc1ccco1)N1CCCCCC1 | 9 | -0.3 | -14 | 0.5 | x | -0.1 | -1 | 1.8 | 7 | -3
COc1ccc(CCN(C)C(=O)C2CCN(Cc3cccc(OC)c3OC)CC2)cc1OC | 12 | 3.8 | 4 | 0.3 | -1 | -1.3 | -1 | -1.6 | -19 | -3
O=C1C=CC(=O)N1c1cccc(-c2ccccc2)c1 | 107* | 1.6 | 14 | 0.8 | -4 | 2.0 | 1 | 2.8 | -8 | 4
CCOC(=O)c1[nH]c(CN2CCN(c3ccc(OC)cc3)CC2)c(C(=O)OCC)c1C | 1 | -1.7 | -1 | 0.4 | -3 | -1.2 | -1 | -1.1 | -5 | 1
CCCCN1C(Nc2ccccc2)=NC[C@@H]1C | 9 | -1.0 | -1 | 1.0 | 2 | 3.5 | 0 | 2.5 | -10 | 4
O=C(O)CCN1C(=O)c2ccccc2C1=O | x | 0.4 | -3 | -1.0 | -3 | 1.6 | 1 | 0.6 | -24 | -7
CCCS(=O)(=O)N1CCC(C(=O)NCCCOCC)CC1 | -8 | 0.3 | -5 | -1.3 | x | -1.4 | 2 | 0.3 | -2 | 2
c1csc(CCNc2ncnc3sc4c(c23)CCC4)c1 | 15 | -1.3 | -1 | -0.9 | -5 | 3.4 | -1 | -1.3 | -5 | 15
CCOC(=O)C(C)Sc1nnc(Cn2c(=O)sc3ccccc32)n1-c1ccccc1 (configuration not stated) | x | -0.5 | 1 | 2.1 | -3 | 4.8 | 2 | 3.6 | 8 | -1
COc1ccccc1C(=O)NCc1nnc(SC(C)C(=O)Nc2nccs2)n1C (configuration not stated) | -20 | -0.8 | -3 | 1.1 | 16 | 2.4 | -1 | -0.6 | -9 | -5
O=C(O)CN=C(NS(=O)(=O)c1ccc(Cl)cc1)c1ccc(F)cc1 | 2 | -2.2 | -8 | 3.7 | 0 | 0.1 | 0 | 3.8 | 2 | 3
Cc1cnc(C(=O)OCc2ccc(Br)cc2)cn1 | 3 | 0.1 | -4 | 0.3 | -1 | 6.0 | -1 | 4.4 | -4 | -4
COc1ccc(OCc2nn3c(-c4cccc(OC)c4)nnc3s2)cc1 | -31 | 0.4 | -7 | -0.5 | x | 1.9 | -4 | 2.5 | -10 | 14
Cc1ccc(C(=O)N2CCN(c3ccccc3)CC2)cc1NC(=O)c1ccco1 | -27 | -1.6 | 2 | -0.5 | -1 | 1.5 | 3 | 1.3 | -8 | -6
CCc1cc(=O)[nH]c(SCCC(F)=C(F)F)n1 | 7 | -0.4 | -1 | 1.6 | 0 | 4.5 | 3 | 1.4 | -10 | 2
O=C(COC(=O)c1ccc(O)cc1)Nc1cc(C(F)(F)F)ccc1N1CCOCC1 | 3 | -1.8 | 7 | 0.0 | 4 | 2.0 | 0 | -0.8 | 6 | -7
CCOc1ccc(S(=O)(=O)N2CCOCC2)cc1NC(=O)CN1C(=O)NC(C)(c2ccc(C)cc2)C1=O (configuration not stated) | x | -2.3 | 15 | x | -2 | x | 1 | 3.5 | -11 | -2
O=C(Nc1ccccc1)c1cccc(-c2nnc(-c3ccccc3)o2)c1 | -2 | -0.2 | -8 | 1.6 | x | -2.0 | -8 | 2.8 | 4 | 3
CCn1c(SCC(=O)Nc2ccc(C)cc2)nc2nc3c(cc2c1=O)CCCC3 | 3 | -4.0 | 3 | -2.2 | -1 | 0.5 | -4 | 4.5 | -5 | 13
CCCNc1nc(-c2cc(C(=O)Nc3ccccc3)on2)cc(C(C)C)n1 | 12 | 1.2 | 4 | 0.5 | -4 | 1.9 | -5 | 0.3 | -16 | -7
CC1CN(Cc2csc(-c3ccc(Cl)cc3)n2)CC(C)O1 (configuration not stated) | -8 | -0.3 | -8 | -0.7 | 3 | 0.9 | -4 | 3.1 | -4 | 0
CC1=C(C(=O)N2CCN(c3cc(C)ccc3C)CC2)C2(CCCCC2)OC1=O | -4 | -0.5 | 9 | -1.5 | -1 | 4.3 | -4 | 0.5 | 6 | -17

An excerpt of these results, with two lines to a compound.
Below each SMILES: PfHsp90 yeast 2, CAL PDZ inh, Rtt109 Vps75, Ecoli viability, Wnt bcat act, AddAB inh, DAGLB inh, phage Ecoli inh, PvdQ acylase, Tat export inh
O=C(O)CN=C(NS(=O)(=O)c1ccc(Cl)cc1)c1ccc(F)cc1
 : 2, -2.2, -8, 3.7, 0, 0.1, 0, 3.8, 2, 3
Cc1cnc(C(=O)OCc2ccc(Br)cc2)cn1
 : 3, 0.1, -4, 0.3, -1, 6.0, -1, 4.4, -4, -4
